Screens deposited in PubChem BioAssay by several laboratories.
TAAR1 agonist: human TAAR1 agonism; Q96RJ0; CHO RD-HGA16 TAAR1, Fluo-8 calcium fluorescence; vehicle wells 0%, saturating PEA agonist 100%; activation, % at 3 µM; 360,000 compounds, 0.99% hits; AID 624467;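 active = activation above the mean activation of all test compounds in the run plus 3 SD, cut at about 38% in these data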
Target sequence (Q96RJ0 whole entry, looked up): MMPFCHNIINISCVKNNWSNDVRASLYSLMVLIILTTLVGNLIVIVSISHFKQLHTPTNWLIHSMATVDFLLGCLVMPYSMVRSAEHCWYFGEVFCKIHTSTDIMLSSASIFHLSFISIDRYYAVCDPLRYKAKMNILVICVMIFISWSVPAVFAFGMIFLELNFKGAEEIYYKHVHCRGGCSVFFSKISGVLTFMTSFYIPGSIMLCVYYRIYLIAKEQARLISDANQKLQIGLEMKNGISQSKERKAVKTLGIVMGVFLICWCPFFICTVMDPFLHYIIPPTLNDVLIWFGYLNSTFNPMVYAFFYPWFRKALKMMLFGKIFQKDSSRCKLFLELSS
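System: CHO-derived RD-HGA16 cells with stable Gα16 and human TAAR1. Times: 17-24 h plating, Fluo-8 75 min 37 °C, 30 min RT. Measured by: calcium-sensitive Fluo-8 signal, excitation 470-495, emission 515-575 nm. Read-out basis: % activation relative to PEA EC100 response. Control set: DMSO and PEA EC100. Repeats: no replicates (n 1).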
M5 PAM: CHRM5 positive allosteric modulation. 360,000 compounds, 0.3% hits. CHO-K1 hM5, Fluo-8 calcium, ACh EC20 PAM; 0% = ACh EC20, 100% = ACh EC100. AID 624038. P08912. activation, % at 3 µM;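 active = activation above the run cutoff, the mean activation of all test compounds plus 3 SD, cut at about 18% in these data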
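System: CHO-K1 hM5 cells. Reagent: acetylcholine, EC20 level. Compound dosing: single dose, 3 µM nominal final test concentration. Timing: Post-acetylcholine fluorescence recording 140 s. Detection: Fluo-8 calcium fluorescence. Read-out: % activation, ACh-normalized. Benchmarks: ACh EC20 and EC100 wells. Repeats: singlicate, one well per test compound.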
CHRM5 antagonist: CHRM5 antagonism in calcium assay. 360,000 compounds, 0.59% hits. CHO-hM5 cells, Fluo-8 calcium fluorescence, ACh EC80. inhibition, % at 3 µM. P08912;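 active = inhibition above a per-plate cutoff, the mean of that plate's test compounds plus 3 SD, cut at about 27% in these data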;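 note: 0% = acetylcholine EC80 with DMSO and 100% = DMSO without agonist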
CHRM5 agonist: CHRM5 agonism in calcium assay; CHO-K1 hM5 cells, Fluo-8 calcium fluorescence; 0% DMSO wells, 100% maximal acetylcholine response; activation, % at 3 µM; 360,000 compounds, 0.19% hits; AID 624037;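 active = activation above the run's mean over test compounds plus 3 SD, cut at about 23% in these data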;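 note: signal is peak over basal fluorescence ratio across the kinetic read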
CHO-K1 Ca PAM: nonselective activator or artifact in parental CHO-K1 calcium assay; ATP EC20, Fluo-8 calcium fluorescence; 0% at ATP EC20, 100% at ATP max; activation, % at 3 µM; 360,000 compounds, 0.02% hits; AID 602247;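 active = activation above the run cutoff, the mean activation of all test compounds plus 3 SD, cut at about 40% in these data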;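 note: peak over basal fluorescence ratio in a 140 s read after ATP addition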
CRFBP-R2 block: antagonists of CRF-binding protein/CRF-R2 receptor complex; 350,000 compounds, 0.59% hits; inhibition, % at 11.8 µM; HEK293 CRF-R2/CRF-BP, CRF-induced calcium fluorescence; AID 588475;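 active = inhibition of the ligand-induced calcium signal above about 50% at the single tested concentration, limit read from the data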
CHRM4 PAM: CHRM4 positive allosteric modulation; AID 624126; CHO-K1 hM4/Gqi5, Fluo-8 calcium fluorescence, ACh EC20; 0% = ACh EC20, 100% = maximal ACh; 360,000 compounds, 0.4% hits; activation, % at 3 µM; P08173;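 active = activation above its plate's cutoff, the mean activation of sample wells plus 3 SD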; note: some results filed as inactive read as strong as hits
Target sequence (P08173 whole entry, looked up): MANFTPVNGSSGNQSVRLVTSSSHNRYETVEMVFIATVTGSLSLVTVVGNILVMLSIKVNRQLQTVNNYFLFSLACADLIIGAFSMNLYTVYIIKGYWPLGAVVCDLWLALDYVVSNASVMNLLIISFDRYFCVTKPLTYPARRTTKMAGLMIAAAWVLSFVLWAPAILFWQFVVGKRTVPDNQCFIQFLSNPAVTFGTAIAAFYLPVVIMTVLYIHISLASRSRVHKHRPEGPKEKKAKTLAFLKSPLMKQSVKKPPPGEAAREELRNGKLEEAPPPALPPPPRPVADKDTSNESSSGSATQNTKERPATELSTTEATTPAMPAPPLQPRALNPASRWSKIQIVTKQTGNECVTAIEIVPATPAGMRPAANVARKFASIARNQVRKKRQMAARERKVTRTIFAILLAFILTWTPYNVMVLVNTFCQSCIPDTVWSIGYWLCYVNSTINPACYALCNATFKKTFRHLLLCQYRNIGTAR
CRFBP-R2 agonist: CRF-BP/CRF-R2 complex agonism; HEK293 CRF-R2/CRF-BP, calcium dye fluorescence (FLIPR); percent of saturating CRF peptide response; activation, % at 13.2 µM; 350,000 compounds, 0.46% hits;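 active = activation of at least 50%, plus an integration ratio under a set limit after plate pattern correction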;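 note: plate controls were neutral control wells without compound for no effect and CRF at EC100 for full effect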
TAAR1 antagonist: antagonists of human TAAR1; CHO RD-HGA16 TAAR1, Fluo-8 calcium fluorescence, antagonist; AID 624466; 360,000 compounds, 1.5% hits; inhibition, % at 3 µM;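 active = inhibition above a per-plate cutoff, the mean inhibition of test compounds on that plate plus 3 SD, cut at about 49% in these data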;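 note: 0% = DMSO plus EC80 beta-PEA response and 100% = DMSO alone without agonist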
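System: RD-HGA16 CHO cells with stable hTAAR1 and Gα16 | Probe or stimulus: EC80 β-phenethylamine stimulus | Dosing: 3 µM, single point | Times: Dye loading 75 min at 37 °C, then 30 min room temperature | Measured by: Fluo-8 calcium-sensitive fluorescence | Read-out basis: % inhibition of agonist calcium response | Replicates: n of 1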
The depositor's hits bear a star; . = not tested or not shown.

Each structure is followed by: M5 PAM	CRFBP-R2 block	CHO-K1 Ca PAM	CHRM5 agonist	CRFBP-R2 agonist	CHRM5 antagonist	TAAR1 agonist	CHRM4 PAM	TAAR1 antagonist
#1 Cc1cccc(N2C(=O)C(Cl)=C(Nc3c(C)n(C)n(-c4ccccc4)c3=O)C2=O)c1C
 : -4	10	-13	4	-1.3	-1	9	-3	0
#2 CC(=O)C[C@H]1c2cc(F)ccc2S(=O)(=O)N1c1ccc(N(C)C)cc1
 : 10	3	-2	-6	-0.4	-2	14	-5	14
#3 O=C(Nc1nnc(SCc2ccccc2Cl)s1)c1cccc([N+](=O)[O-])c1
 : 3	-14	23	1	6.4	4	4	0	6
#4 O=C(c1cnc2sccn2c1=O)N1CCCc2ccccc21
 : -2	6	15	1	19	0	0	0	-9
#5 CCOc1ccccc1NC(=O)/C=C/C(N)=O
 : -1	-3	3	3	-0.3	-4	8	1	0
#6 CCCN(CCC)C(=O)c1oc2ccccc2c1NC(=O)Cc1cccc(OC)c1
 : -2	2	2	-3	0.0	11	7	3	-4
#7 COc1ccc(-c2nnc3ccc(SCC(=O)Nc4cc(C)on4)nn23)cc1OC
 : 3	13	14	6	0.1	-6	3	8	3
#8 O=C(COc1ccccc1)NC(=S)Nc1ccc2c(c1)Cc1ccccc1-2
 : 3	-31	8	0	0.3	-10	1	8	-7
#9 CCC(=O)N(Cc1cc2cc(OC)ccc2[nH]c1=O)c1ccc(C)cc1C
 : -1	-65	12	8	17	-2	20	-6	5
#10 NS(=O)(=O)c1ccc(NC(=O)COC(=O)COc2ccccc2)cc1
 : -2	24	14	0	-2.7	-1	7	2	-2
#11 O=C(Nc1cccc(S(=O)(=O)N2CCCC2)c1)c1ccc(Cl)nc1
 : -1	-12	-8	8	-2.8	16	5	-5	11
#12 Cc1ccc(NC(=O)CSc2nc3nc(C)cc(C)c3c(=O)[nH]2)cc1
 : -3	12	13	-4	-0.2	0	3	5	-7
#13 CCOC(=O)[C@H]1[C@H]2COc3ccc(Cl)cc3[C@@H]2N2C(=O)CN(Cc3ccco3)C(=O)[C@@]12C
 : 3	1	4	4	-0.6	5	7	8	12
#14 CCOC(=O)CC(=O)CSc1ccc2nnc(-c3ccccc3)n2n1
 : -3	5	18	2	-1.7	1	4	4	-22
#15 COc1ccc(-c2ccc3c(c2)S(=O)(=O)c2cccc(C(=O)NCc4cccc(OC(F)(F)F)c4)c2C3=O)cc1OC
 : 4	-8	23	4	26	-3	.	-2	.
#16 Cc1cc(C)cc(NC(=S)/C(=C(\[O-])c2ccc(Cl)s2)[n+]2cccc(C)c2)c1
 : 3	5	15	-4	-2.7	5	0	-3	-12
#17 CCN(CC)C(=S)NC(=O)c1ccc(F)cc1
 : 3	7	0	-6	-2.4	-10	4	9	-1
#18 COc1ccc(CNC(=O)CN(Cc2ccco2)C(=O)CNS(=O)(=O)c2ccc(C)cc2)cc1
 : -2	-4	-5	-4	-0.3	6	4	0	-15
#19 C[C@H](NC(=O)c1ccc2c(c1)OCO2)c1nnc2ccccn12
 : -4	-11	-2	-2	-0.6	-2	.	0	.
#20 C=CCn1c(SCC(=O)N2CCc3ccccc3C2)nc2sc(C)cc2c1=O
 : 1	20	26	-1	-1.4	1	9	5	18
#21 COC(=O)[C@]12CCCCC=C1N(Cc1ccc3c(c1)OCO3)C(=O)[C@H](CC(=O)NCc1ccc(OC)c(OC)c1)C2
 : -14	.	.	4	.	16	14	-12	59*
#22 CCCc1cc(=O)[nH]c(SCC(=O)NC2CC2)n1
 : -2	-5	2	-1	-0.7	4	8	9	-8
#23 COc1ccc2c3c(c(=O)oc2c1OCC(=O)C(C)(C)C)CCCC3
 : -2	-7	12	1	0.9	1	-1	-8	-17
#24 CC(=O)Nc1ccc(C2NC(=O)CCC2[N+](=O)[O-])cc1 (stereo not drawn)
 : -1	13	-12	-3	-1.3	1	-1	7	10
#25 O=C(CCNC(=O)c1ccccc1Cl)Nc1nc2ccc(F)cc2s1
 : -11	7	3	-1	-0.5	4	7	2	12
#26 CCc1ccccc1NC1=NCC(=O)N1Cc1ccccc1
 : -7	44	17	-5	-2.9	-8	0	5	4
#27 CN(CCO)c1ccc(-c2nn(C)c(=O)c3ccccc23)cc1[N+](=O)[O-]
 : 4	-3	-19	4	-1.3	-12	0	5	-26
#28 CSc1cccc(NC(=O)CN(c2ccccc2)S(=O)(=O)N(C)C)c1
 : -9	27	-4	4	-1.0	2	9	-4	-4
#29 O=C(COc1coc(CN2CCc3ccccc3C2)cc1=O)Nc1cccc([N+](=O)[O-])c1
 : -2	3	-8	-1	0.0	1	4	-5	0
#30 O=C1CCC(C(=O)N2CCCCCC2)CN1CCc1ccc(Cl)cc1 (stereo not drawn)
 : -1	6	-2	-3	-2.6	2	3	-9	-10
#31 CCOC(=O)C1=C(C)NC(=O)NC1c1c(O)ccc2ccccc12 (stereo not drawn)
 : -3	8	22	4	-1.5	1	1	3	-14
#32 NS(=O)(=O)c1ccc(N2N=C(c3ccccc3)CC2c2ccc(Br)cc2)cc1 (stereo not drawn)
 : -6	.	21	0	.	1	1	1	11
#33 CN(C)c1ccc(NC(=O)Nc2ccc3snnc3c2)cc1
 : -20	14	2	7	0.8	23	22	-13	58*
#34 O=C(COC(=O)CNS(=O)(=O)c1cccc(F)c1)NCCc1ccccc1
 : 4	13	0	1	-1.1	2	5	3	-11
#35 Cc1cccc(NC(=O)c2ccc([N+](=O)[O-])o2)n1
 : -1	0	17	0	-0.4	6	11	-5	-5
#36 CCc1ccc(OCC(=O)N/N=C/c2cc([N+](=O)[O-])ccc2N2CCOCC2)cc1
 : 1	-11	9	-1	1.9	-6	3	14	25
#37 CCN1C(=O)CC(C(C)C)N(C2CCCC2)c2nc(Nc3ccc(C(=O)NC4CCN(C)CC4)cc3OC)ncc21 (stereo not drawn)
 : 2	-27	9	-8	-1.2	15	.	14	.
#38 N/C(=N/OCC(=O)Nc1cccc2ccccc12)c1nonc1N
 : -1	-4	17	2	-0.6	10	3	9	23
#39 O=C(CSc1nnc(C2COc3ccccc3O2)o1)Nc1ccc(F)cc1Cl (stereo not drawn)
 : -2	-1	11	-2	0.3	10	4	5	10
#40 Cn1cc(C(=O)N2CCc3ccccc3C2)c(=O)c2cc(S(=O)(=O)N3CCOCC3)ccc21
 : 7	1	8	-2	-0.3	-1	2	-3	8
#41 O=[N+]([O-])c1ccc(OCCCn2cncn2)cc1
 : 4	-7	-4	2	1.3	-4	-1	3	8
#42 CCCCC(=O)OCC(=O)c1[nH]c(C)c(C(=O)OCC)c1C
 : 1	30	11	1	-0.1	-2	3	1	-11
#43 COc1ccc(Br)cc1/C=N/Nc1ccc(S(=O)(=O)Nc2ccccc2C(=O)O)cc1[N+](=O)[O-]
 : 9	15	2	-2	0.5	7	13	-3	-3
#44 CCCS(=O)(=O)Nc1ccc(Nc2c3ccccc3nc3ccccc23)c(OC)c1
 : 10	29	23	-9	-9.7	-12	1	-4	-2
#45 Cc1cc(N2CCCCC2)nc(SCc2ccc(C#N)cc2)n1
 : -24	28	-22	-17	0.1	9	5	-9	-40
#46 CN(n1cnc2ccccc2c1=O)S(C)(=O)=O
 : -12	5	15	3	-0.7	8	1	-15	-10
#47 CN(CCc1ccccc1)C(=O)c1cccc(NC(=O)Cc2ccc([N+](=O)[O-])cc2)c1
 : -15	1	-3	3	0.4	19	20	0	14
#48 COc1ccc2oc(=Nc3cc(F)ccc3F)c(C(N)=O)cc2c1
 : 12	-22	-9	8	0.8	-10	9	3	-11
#49 Nc1nc2cc3c(cc2cc1C(=O)NCc1ccc(F)cc1)OCO3
 : -19	.	5	11	.	27*	.	-7	.
#50 CC(C)(C)n1nc2c(c1NC(=O)COc1ccc(Cl)cc1)CS(=O)(=O)C2
 : 3	7	18	4	-2.4	7	2	-5	-4
#51 Cc1ccc(Cn2cc(CN3CC(N4CCN(C)CC4)CS3(=O)=O)nn2)cc1 (stereo not drawn)
 : 2	.	18	-1	.	0	1	0	-10
#52 Cc1nnc(NC(=O)CSc2n[nH]c(-c3ccccc3)n2)s1
 : 3	-2	13	1	0.3	5	10	0	2
#53 O=C(CN1CCN(S(=O)(=O)c2ccc(Br)cc2)CC1)N/N=C/c1ccco1
 : 0	47	21	-1	1.3	1	3	6	-6
#54 COc1cc(OC)c2c(-c3ccccc3)cc(=O)oc2c1
 : 2	-7	5	-3	-1.8	-3	0	2	-28
#55 Cc1nc2ccccn2c1C(=O)CSc1ccc(Cl)cc1Cl
 : 1	-3	-2	-1	2.9	-3	10	-1	15
#56 COc1ccc(Cc2nc3ccc(C(=O)N4CCOCC4)cc3o2)cc1
 : 1	-3	-1	0	0.8	-5	5	-5	-18

Given with each value named: part of the list above
52	Cc1nnc(NC(=O)CSc2n[nH]c(-c3ccccc3)n2)s1
  M5 PAM: 3
  CRFBP-R2 block: -2
  CHO-K1 Ca PAM: 13
  CHRM5 agonist: 1
  CRFBP-R2 agonist: 0.3
  CHRM5 antagonist: 5
  TAAR1 agonist: 10
  CHRM4 PAM: 0
  TAAR1 antagonist: 2
41	O=[N+]([O-])c1ccc(OCCCn2cncn2)cc1
  M5 PAM: 4
  CRFBP-R2 block: -7
  CHO-K1 Ca PAM: -4
  CHRM5 agonist: 2
  CRFBP-R2 agonist: 1.3
  CHRM5 antagonist: -4
  TAAR1 agonist: -1
  CHRM4 PAM: 3
  TAAR1 antagonist: 8
54	COc1cc(OC)c2c(-c3ccccc3)cc(=O)oc2c1
  M5 PAM: 2
  CRFBP-R2 block: -7
  CHO-K1 Ca PAM: 5
  CHRM5 agonist: -3
  CRFBP-R2 agonist: -1.8
  CHRM5 antagonist: -3
  TAAR1 agonist: 0
  CHRM4 PAM: 2
  TAAR1 antagonist: -28
